Dynein cargo inh = inhibitors of GR-EGFP nuclear translocation, primary screen, dynein cargo transport inhibitor project, imaging, high-content, 3617.4 mouse cells. test concentration mostly 20 µM; stimulated with dexamethasone, 1 µM; hits give low values. z-score, hits read low. 0.47% of 220,000 active;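 active = plate z-score of nuclear minus cytoplasmic receptor signal below a set negative limit, without overly bright fluorescence or cell loss, cut at about -3.5 in these data, passing the limit was not always enough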;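 also: z-score of nuclear minus cytoplasmic ring GR-EGFP intensity difference per well; some compounds called inactive have numbers as strong as hits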
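Buffer or medium – tet-free medium with charcoal-stripped serum · Signal – automated 10x imaging of fixed Hoechst-stained cells · Also added – dexamethasone agonist, 1.0 µM final, for 30 min · Incubation – induction 48 h, compound 1 h, agonist 30 min · Read-out – GR-EGFP nuclear translocation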
P. falciparum M1AAP = P. falciparum M1AAP inhibitors, biochemical, fluorogenic H-Leu-NHMec substrate, 1536-well (AID 1445); Aminopeptidase N (Plasmodium falciparum (isolate 3D7)); recombinant M1AAP, H-Leu-NHMec fluorogenic kinetic assay; higher % means a stronger effect; inhibition, % at 30 µM, or IC50 in µM where a hit was titrated; 0.42% of 220,000 active;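 active = primary inhibition above the hit cutoff, then over 50% inhibition at one or more dose response concentrations, cut at about 23% in these data, passing the limit was not always enough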;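 also: plate controls were DMSO full reaction for no effect and no enzyme background for full effect; strong numbers were not always called active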
M17LAP inhibition = P. falciparum M17LAP inhibitors, primary screen, biochemical, fluorogenic H-Leu-NHMec substrate, 1536-well (AID 1619); Leucine aminopeptidase (Plasmodium falciparum (isolate 3D7)); recombinant M17LAP, H-Leu-NHMec fluorogenic kinetic assay; higher % means a stronger effect; one-dose inhibition, % at 30 µM; IC50 in µM for titrated hits; 0.38% of 220,000 active;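 active = compound inhibiting the enzyme by more than half at any dose during confirmatory dose-response retesting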;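 also: plate controls were full reaction with DMSO carrier for no effect and no enzyme background for full effect; strong numbers were not always called active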
LYP inhibition = inhibitors of LYP phosphatase, biochemical, fluorescence intensity, uHTS (AID 1779). Tyrosine-protein phosphatase non-receptor type 22 (Homo sapiens). recombinant LYP phosphatase, fluorescence intensity; higher % means a stronger effect. inhibition, % at 11.5 µM; hits with a dose series show IC50 in µM. 0.054% of 290,000 active;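 also: plate controls were vehicle with enzyme for no effect and no enzyme for full effect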
AID2073 = inhibitors of Mint1-CaV2.2 protein interaction, biochemical, HTRF (AID 2073); Voltage-dependent N-type calcium channel subunit alpha-1B (Homo sapiens); inhibition, % at 20 µM, or IC50 in µM where a hit was titrated; 0.19% of 290,000 active; HTRF protein-protein interaction, Mint1-CaV2.2; higher % means a stronger effect; in the data active = inhibition mostly above about 51%, no sharp cut-off; also: some results filed as inactive read as strong as hits
human PMI inhibition = inhibitors of human PMI, primary screen, biochemical, fluorescence intensity, coupled assay (AID 1209) | 0.42% of 190,000 active | inhibition, % at 20 µM, or IC50 in µM where a hit was titrated | Mannose-6-phosphate isomerase (Homo sapiens) | purified PMI enzyme, coupled fluorescence intensity; higher % means a stronger effect;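 also: plate controls were DMSO vehicle for no effect and wells lacking substrate for full effect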
Siah-1 displacement = Siah-1 peptide-binding antagonists, primary screen, biochemical, fluorescence polarization, rhodamine-plectin, uHTS (AID 1817). E3 ubiquitin-protein ligase SIAH1 (Homo sapiens). displacement, % at 20 µM; hits with a dose series show IC50 in µM. 0.02% of 290,000 active. Siah-1 / rhodamine-plectin peptide fluorescence polarization; higher % means a stronger effect;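 active = displacement of at least 50% at 20 µM, with a fluorescence ratio check between 0.3 and a set limit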;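 also: plate controls were Siah plus tracer with DMSO for no effect and tracer alone without Siah for full effect; strong numbers were not always called active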
XIAP antagonists = XIAP antagonists, biochemical, IAP family, fluorescence polarization (AID 1018); E3 ubiquitin-protein ligase XIAP (Homo sapiens); XIAP BIR domain, fluorescence polarization peptide displacement; higher % means a stronger effect; one-dose displacement, % at 20 µM; IC50 in µM for titrated hits; 0.007% of 200,000 active; in the data active = displacement above about 50%; also: a part of the inactive calls stands beside numbers as strong as those of hits
human PMI inhibitors = human PMI inhibitors, high substrate, primary screen, biochemical, fluorescence intensity, high mannose 6-phosphate (AID 1220); Mannose-6-phosphate isomerase (Homo sapiens); recombinant PMI enzyme, coupled fluorescence intensity; higher % means a stronger effect; 0.66% of 190,000 active; one-dose inhibition, % at 20 µM; IC50 in µM for titrated hits
Dynein cargo inh cytoplasmic EGFP = second read-out of Dynein cargo inh, no call of its own (marks repeat the call); z-score; measured here: cytoplasmic GR-EGFP intensity; hits give high values
Dynein cargo inh nuclear GR-EGFP = recorded beside Dynein cargo inh, whose call it bears; z-score; measured here: nuclear GR-EGFP intensity;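 lower value marks the stronger effect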
Dynein cargo inh cell count = further read-out of Dynein cargo inh, marked with its call; z-score; measured here: cell count per field
The depositor's hits bear a star. Rule as the data show it, unless noted: active = inhibition above about 50%; inactive = the rest.

SMILES	Dynein cargo inh	Dynein cargo inh cytoplasmic EGFP	Dynein cargo inh nuclear GR-EGFP	Dynein cargo inh cell count	P. falciparum M1AAP	M17LAP inhibition	LYP inhibition	AID2073	human PMI inhibition	Siah-1 displacement	XIAP antagonists	human PMI inhibitors
CCCn1c(=O)[nH]c(=O)c2c1nc(-c1ccc(OC(F)F)c(OC)c1)n2CCOC	-0.84	-0.26	-0.49	0.55	0%	-6%	-2%	4%	22%	3%	4.0%	22%
Cc1ccccc1C(=O)c1cccn1CC(=O)O	0.22	-0.34	0.27	0.51	-2%	1%	-1%	8%	-4%	0%	-1.8%	-6%
COc1ccc(/C=C/C(=O)OC2CCCN(C)C2)cc1 (stereo unspecified)	-0.59	0.066	-0.052	1.2	-5%	-5%	8%	0%	-2%	0%	-5.1%	-5%
Cc1c(C(=O)N/N=C/c2ccccc2)sc(=S)n1C	-0.66	0.26	-0.3	0.75	-2%	18%	-2%	-6%	-3%	2%	-3.8%	10%
S=C(NCc1ccco1)N1CCN(c2ccccn2)CC1	-0.69	-0.28	-0.015	0.42	10%	2%	-3%	17%	0%	6%	-4.2%	0%
Cc1cc(Cl)ccc1N(CC(=O)NCc1ccc2c(c1)OCO2)S(C)(=O)=O	-0.78	-0.16	-0.42	0.24	12%	38%	-2%	2%	4%	-2%	19%	1%
COC(=O)c1sc(NC(=O)COc2c(C)cccc2C)nc1C	0.33	1.6	0.49	-2.3	0%	6%	-3%	-10%	14%	1%	-8.4%	7%
CC(=O)c1cnc2cc(-c3cccc(Br)c3)nn2c1C	0.91	-0.19	0.057	-0.26	3%	-8%	-8%	36%	-3%	13%	-6.8%	2%
CCc1nnc(NC2=NCCC2)s1	-0.56	-0.35	-0.9	0.5	0%	-6%	-4%	-9%	19%	2%	14%	10%
CCOC(=O)C(C(=O)Nc1ccc(C)cc1)C1CCCCC1 (stereo unspecified)	1.8	-0.11	0.57	-0.49	8%	10%	-8%	-7%	11%	0%	-6.0%	8%
CCC1(CC)C(=O)N(C)C(=O)NC1=NCc1ccccc1	-0.85	-0.2	-0.22	0.56	2%	5%	-3%	-6%	8%	3%	-3.0%	8%
CCOc1ccc(/C=N/NC(=O)c2ccc(Cn3cc(Br)cn3)o2)cc1	0.023	-0.23	0.38	-0.13	1%	22%	2%	7%	2%	-3%	1.1%	8%

Part of the list above, reformatted:
molecule,Dynein cargo inh,Dynein cargo inh cytoplasmic EGFP,Dynein cargo inh nuclear GR-EGFP,Dynein cargo inh cell count,P. falciparum M1AAP,M17LAP inhibition,LYP inhibition,AID2073,human PMI inhibition,Siah-1 displacement,XIAP antagonists,human PMI inhibitors
COc1ccc(/C=C/C(=O)OC2CCCN(C)C2)cc1 (stereo unspecified),-0.59,0.066,-0.052,1.2,-5%,-5%,8%,0%,-2%,0%,-5.1%,-5%
Cc1c(C(=O)N/N=C/c2ccccc2)sc(=S)n1C,-0.66,0.26,-0.3,0.75,-2%,18%,-2%,-6%,-3%,2%,-3.8%,10%
S=C(NCc1ccco1)N1CCN(c2ccccn2)CC1,-0.69,-0.28,-0.015,0.42,10%,2%,-3%,17%,0%,6%,-4.2%,0%
Cc1cc(Cl)ccc1N(CC(=O)NCc1ccc2c(c1)OCO2)S(C)(=O)=O,-0.78,-0.16,-0.42,0.24,12%,38%,-2%,2%,4%,-2%,19%,1%
COC(=O)c1sc(NC(=O)COc2c(C)cccc2C)nc1C,0.33,1.6,0.49,-2.3,0%,6%,-3%,-10%,14%,1%,-8.4%,7%
CC(=O)c1cnc2cc(-c3cccc(Br)c3)nn2c1C,0.91,-0.19,0.057,-0.26,3%,-8%,-8%,36%,-3%,13%,-6.8%,2%
CCc1nnc(NC2=NCCC2)s1,-0.56,-0.35,-0.9,0.5,0%,-6%,-4%,-9%,19%,2%,14%,10%
CCOC(=O)C(C(=O)Nc1ccc(C)cc1)C1CCCCC1 (stereo unspecified),1.8,-0.11,0.57,-0.49,8%,10%,-8%,-7%,11%,0%,-6.0%,8%
CCC1(CC)C(=O)N(C)C(=O)NC1=NCc1ccccc1,-0.85,-0.2,-0.22,0.56,2%,5%,-3%,-6%,8%,3%,-3.0%,8%

Additional entries follow.
SMILES	Dynein cargo inh	Dynein cargo inh cytoplasmic EGFP	Dynein cargo inh nuclear GR-EGFP	Dynein cargo inh cell count	P. falciparum M1AAP	M17LAP inhibition	LYP inhibition	AID2073	human PMI inhibition	Siah-1 displacement	XIAP antagonists	human PMI inhibitors
CCOc1ccc2nc(SCC(=O)c3ccc(C)s3)sc2c1	0.3	-0.22	0.33	1	6%	-2%	-8%	-10%	-2%	3%	-5.0%	-4%
Cc1cc(N)n2ncc(-c3ccc(F)cc3)c2n1	0.21	-0.24	0.45	-0.066	2%	-11%	-3%	0%	5%	3%	-1.3%	7%
O=C1NN(c2ccccc2)C(=O)/C1=C/c1coc2ccccc2c1=O	0.06	-0.26	0.068	0.54	0%	23%	-4%	2%	-9%	-8%	-2.9%	15%
CN(C(=O)CCc1ccccc1)c1nnc(-c2ccncc2)s1	0.73	-0.34	-0.023	0.12	4%	18%	-3%	6%	3%	4%	-6.9%	-6%
CN1c2ccccc2C(C)(C)C12CC(c1cccc(S(=O)(=O)N3CCCC3)c1)=NO2 (stereo unspecified)	1.7	-0.22	0.83	-0.84	10%	-14%	-9%	-1%	-8%	-2%	-4.8%	-11%
COc1cccc(CSc2nnc(CSc3nc4nc(C)cc(C)n4n3)s2)c1	0.32	-0.29	0.26	0.87	-2%	2%	-1%	-6%	5%	-7%	-4.7%	0%
Cc1ccc(C)c(N/C(N)=N/c2nc(C)cc(C)n2)c1	-0.72	-0.21	-0.56	1.1	-3%	7%	-6%	-2%	7%	-2%	-3.7%	9%
CN(c1ccc(C(=O)N2CCCCC2)cc1)S(=O)(=O)c1ccccc1	-0.5	-0.18	-0.39	-0.55	3%	-9%	3%	0%	9%	0%	-1.8%	8%
COc1cc(C(C[N+](=O)[O-])c2c(C)[nH]c3ccccc23)ccc1O (stereo unspecified)	-0.28	-0.28	-0.46	0.5	-2%	10%	-5%	-4%	4%	16%	-2.0%	19%
CCOc1cc(Br)c(C(=O)O)cc1OC	-0.82	-0.058	-0.51	1	-7%	-4%	-6%	-6%	-8%	-1%	-2.5%	-7%
Cc1cccc(NC(=O)c2cc3n(n2)C(C(F)(F)F)CC(C2CC2)N3)c1C (stereo unspecified)	0.00015	-0.19	-0.13	-0.12	0%	-9%	2%	-1%	13%	-7%	-9.6%	9%
COC(=O)Cn1c(=NC(=O)c2cc(OC)cc(OC)c2)sc2cc(OC)ccc21	1	-0.26	1.2	-1	20%	-7%	14%	33%	5%	-3%	-2.9%	1%
COC(=O)c1sccc1NC(=S)N1C(C)CCCC1C (stereo unspecified)	-1.2	0.11	-0.28	-0.51	4%	2%	-6%	10%	-11%	8%	-4.6%	-8%
CCOc1ccc(N(CC(=O)Nc2ccc(OC)cc2)S(=O)(=O)c2c(C)noc2C)cc1	-0.18	-0.22	-0.076	-0.002	-7%	2%	-4%	0%	13%	-4%	-3.5%	14%
CC(=O)c1ccc2noc(-c3ccc(F)cc3)c2c1	-0.84	-0.21	-0.48	0.12	4%	15%	-3%	3%	-68%	10%	-3.4%	-105%
O=C(CSc1nnc(CNC(=O)c2cccs2)o1)NCCc1ccccc1	-0.84	-0.25	-0.29	0.75	12%	5%	-3%	-5%	7%	1%	-12%	1%
COCCNC(=O)Cn1cc(C(=S)N2CCOCC2)c2ccccc21	0.38	-0.28	0.49	-0.049	5%	-1%	-8%	20%	8%	13%	-3.7%	4%
Cc1ccc2c(c1)nnn2C1CCN(CC(=O)Nc2ccccc2N2CCOCC2)CC1	1.7	-0.17	1.3	-1.5	0%	-15%	2%	0%	11%	1%	-0.2%	8%
CC(C)CNC(=O)CSc1ccc(Cl)cc1	-0.65	-0.35	-0.52	0.7	4%	-1%	-1%	3%	15%	-4%	-11%	7%
Cc1ccc(NCc2nnc(SCC(=O)NCc3ccco3)n2CC2CCCO2)cc1Cl (stereo unspecified)	-0.32	-0.19	0.11	0.28	8%	-9%	7%	-1%	5%	2%	-1.4%	0%
Cc1ccc(CNC(=O)c2ccc(CN3CCOCC3)cc2)cc1	-0.74	-0.37	-0.3	0.6	0%	4%	-3%	0%	-11%	3%	-2.4%	-2%
CCC1CCC(NC2CCCCNC2=O)CC1 (stereo unspecified)	-0.37	-0.27	-0.42	-0.99	-4%	6%	-7%	8%	1%	3%	-1.2%	-2%
CC(/C=N/N1CCN(c2ccccc2)CC1)=C\c1ccccc1	0.23	-0.22	0.67	0.1	4%	-16%	-2%	7%	2%	2%	-4.2%	1%
CCCn1c(SCC(=O)NCCc2ccc(Cl)cc2Cl)n[nH]c1=O	-0.65	-0.22	-0.15	1.1	5%	-4%	-7%	40%	0%	-3%	-0.1%	-3%
Cc1ccc(O)c(C(=O)/C=C/c2ccc3c(c2)OCCCO3)c1	-2.7	0.13	-1.7	0.86	2%	-5%	-2%	0%	6%	-2%	-12%	7%
Cc1c(NC(=O)OC(C)C)sc(=S)n1C	-1.4	-0.03	-0.58	0.51	2%	9%	-4%	-40%	-5%	-2%	0.9%	-6%
